GalR3 antag = GalR3 antagonists in HEK293 cells, primary screen, cell-based, fluorescence readout; AID 651719, 2012; HEK293 GalR3-CNG cAMP membrane potential fluorescence; galR3 body fused to GalR1 C-terminus; Galanin receptor type 3 (Homo sapiens), O60755; 360,000 tested, 0.44% active; inhibition, % at 3 µM;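 active = inhibition above the screen-wide average plus 3 SD, cut at about 13% in these data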;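 note: forskolin and galanin both at EC90 stimulate the cells; cAMP rise reported by CNG channel membrane potential dye signal; 0% = forskolin plus galanin with DMSO and 100% = forskolin alone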
IDE inh = human IDE inhibitors in live cells, primary screen, fluorescence polarization, HEK cells, FAbetaB substrate. AID 434962, 2010. Insulin-degrading enzyme (Homo sapiens), P14735. inhibition, % at 5.59 µM. 320,000 tested, 0.41% active. FAbetaB cleavage;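 active = percent inhibition above the average of all tested compounds plus 3 SD, set per screening campaign, cut at about 16% in these data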;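 note: IDE supplied by intact live HEK cells; FP after avidin binding of uncleaved biotin substrate so inhibition keeps polarization high; 0% = DMSO wells and 100% = 60 µM reference IDE inhibitor Ii1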
Target sequence (P14735 whole entry, looked up): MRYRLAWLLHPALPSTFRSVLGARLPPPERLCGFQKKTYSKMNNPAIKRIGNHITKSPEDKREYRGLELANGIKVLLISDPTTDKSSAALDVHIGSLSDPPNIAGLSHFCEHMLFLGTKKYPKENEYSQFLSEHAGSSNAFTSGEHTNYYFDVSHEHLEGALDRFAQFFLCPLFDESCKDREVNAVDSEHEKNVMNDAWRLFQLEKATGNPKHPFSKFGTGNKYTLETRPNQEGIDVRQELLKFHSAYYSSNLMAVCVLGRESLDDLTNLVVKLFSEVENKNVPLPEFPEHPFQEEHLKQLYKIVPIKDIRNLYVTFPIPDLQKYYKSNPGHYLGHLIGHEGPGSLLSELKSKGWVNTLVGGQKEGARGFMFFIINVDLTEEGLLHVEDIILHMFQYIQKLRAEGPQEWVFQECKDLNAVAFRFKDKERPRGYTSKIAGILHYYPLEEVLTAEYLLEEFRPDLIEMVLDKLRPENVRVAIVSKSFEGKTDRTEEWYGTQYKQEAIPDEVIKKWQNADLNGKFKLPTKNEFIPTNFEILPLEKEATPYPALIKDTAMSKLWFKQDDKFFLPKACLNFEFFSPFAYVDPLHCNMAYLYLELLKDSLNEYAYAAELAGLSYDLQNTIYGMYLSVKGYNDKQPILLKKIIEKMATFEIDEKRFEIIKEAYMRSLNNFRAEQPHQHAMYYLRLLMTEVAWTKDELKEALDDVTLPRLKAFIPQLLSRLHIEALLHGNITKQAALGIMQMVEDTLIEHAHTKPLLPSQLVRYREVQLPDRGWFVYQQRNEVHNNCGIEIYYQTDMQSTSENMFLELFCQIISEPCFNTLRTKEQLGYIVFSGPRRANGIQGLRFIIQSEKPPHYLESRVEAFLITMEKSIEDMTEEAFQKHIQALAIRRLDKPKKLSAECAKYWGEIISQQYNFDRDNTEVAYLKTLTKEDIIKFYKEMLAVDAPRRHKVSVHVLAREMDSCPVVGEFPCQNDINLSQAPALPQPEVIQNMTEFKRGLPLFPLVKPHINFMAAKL
NS3 helicase inh = inhibitors of HCV NS3 helicase, primary screen, biochemical, Cy5 molecular beacon fluorescence | NS3 helicase DNA unwinding | Hepatitis C virus NS3 helicase | 290,000 tested, 0.56% active | inhibition, % at 10.9 µM;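 active = inhibition above the mean of all tested compounds plus 3 SD, set per campaign, cut at about 35% in these data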;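 note: 0% = DMSO wells and 100% = thioflavine S control wells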
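System: NS3 helicase fragment of HCV / Schedule: 1 h at 25 °C / Control set: DMSO alone as 0% and 110 µM thioflavine S as 100% / Reagent: Cy5/quencher beacon DNA duplex and ATP to start / Technique: Cy5 fluorescence / Replication: singlicate / Evaluation: % inhibition of end-to-start signal ratio versus controls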
IDE act = human IDE activators in live cells, primary screen, fluorescence polarization, HEK cells, FAbeta-B substrate; AID 493087, 2011; Insulin-degrading enzyme (Homo sapiens), P14735; activation, % at 5.96 µM; FAbeta-B cleavage; 0% vehicle, 100% cell-free pure enzyme wells; 340,000 tested, 0.073% active;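 active = activation above the mean of all tested compounds plus 3 SD, set per screening campaign, cut at about 17% in these data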
VIM-2 inhibitor = VIM-2 metallo-beta-lactamase inhibitors, primary screen, biochemical, epi-absorbance readout, Pseudomonas aeruginosa enzyme; 290,000 tested, 0.89% active; inhibition, % at 5.6 µM; purified VIM-2, nitrocefin hydrolysis, epi-absorbance fluorescence;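 active = inhibition above the mean of all tested compounds plus 3 SD, cutoff set per screening run, cut at about 7.5% in these data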;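 note: red hydrolysis product quenches plate fluorescence so inhibitors raise well fluorescence; 0% = enzyme with DMSO and 100% = DMSO without enzyme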
UBC9 SUMO inh = inhibitors of in vitro SUMOylation cascade, primary screen, biochemical, HTRF, uHTS. SUMO-conjugating enzyme UBC9 (Homo sapiens), P63279. HTRF SUMOylation assay, SAE1/SAE2 + UBC9. inhibition, % at 35 µM. 290,000 tested, 0.36% active; in the data active = inhibition above about 50%, passing the limit was not always enough; note: strong numbers were not always called active
IMP-1 inh = IMP-1 metallo-beta-lactamase inhibitors, primary screen, biochemical, epi-absorbance readout, Pseudomonas aeruginosa enzyme | metallo-beta-lactamase IMP-1 (Pseudomonas aeruginosa) | purified IMP-1, nitrocefin hydrolysis, epi-absorbance fluorescence | inhibition, % at 5.6 µM | 290,000 tested, 0.45% active | AID 1556, 2009;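 active = inhibition above the mean plus 3 SD of all compounds in the same screening run, cut at about 4.5% in these data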;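 note: 0% = IMP-1 with DMSO and 100% = DMSO wells lacking enzyme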
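assay system = purified recombinant IMP-1 metallo-beta-lactamase enzyme | schedule = 15 min preincubation plus 25 min reaction at 25 °C | signal = Epi-absorbance fluorescence, 480 nm excitation, 530 nm emission | read-out basis = percent inhibition from optical density relative to buffer-blank wells | controls = IMP-1 with DMSO as 0%, enzyme-free DMSO as 100%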
p-CIP stab down = p/CIP-EGFP fusion destabilizers, primary screen, fluorescence, F442A cells | 16 h | AID 1984, 2009 | decrease of EGFP signal, % at 10 µM | 290,000 tested, 0.01% active;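 active = EGFP signal decrease of at least 30% at 10 µM or well 3 SD below plate mean, unless failing retest; inactive = the rest, including hits failing retest or dose response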; note: some compounds called inactive have numbers as strong as hits; many of its hits are not listed in these tables
CRFR2-BP antag = antagonists of CRF-BP/CRF-R2 complex, primary screen, cell-based, HEK293, calcium dye fluorescence, uHTS | CRF-induced calcium fluorescence | inhibition, % at 11.8 µM | 350,000 tested, 0.59% active | AID 588475, 2011;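 active = inhibition of the ligand-induced calcium signal above about 50% at the single tested concentration, limit read from the data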
Active calls of the source: *; x = not tested or not shown.

mol	GalR3 antag	IDE act	p-CIP stab down	NS3 helicase inh	VIM-2 inhibitor	IMP-1 inh	UBC9 SUMO inh	IDE inh	CRFR2-BP antag
CCOc1ccc(C2=Nn3c(nnc3-c3ccc(OC)cc3)SC2)cc1	-2	0	-13	-10	-2.1	-1.4	12	-2	3
CSc1nc(O)c(C(c2ccc(C)cc2)c2c(O)nc(SC)[nH]c2=O)c(=O)[nH]1	-2	2	-17	13	-1.4	-2.8	-2	9	10
COc1ccc(CCN=C2SCC(=O)N2C)cc1OC	-4	0	0	3	-0.8	-2.1	2	4	11
COC(=O)CC1=C(C(=O)OC)C(c2ccc3c(c2)OCO3)C(C#N)=C(N)O1 (stereo not drawn)	4	4	-3	-6	-1.3	-1.2	-1	-3	21
CCOC(=O)c1cccc(NC(=O)CN2C(=O)C3C4C=CC(C4)C3C2=O)c1 (stereo not drawn)	4	4	1	3	-2.5	-3.2	8	-4	-10
COc1cccc(Cn2c(OCC3CCCO3)nc3c2c(=O)n(C)c(=O)n3C)c1 (stereo not drawn)	1	1	-4	-6	0.7	-1.7	-10	1	-5
CCSc1nnc2c(Cl)cc(Cl)cn12	3	-3	-1	-1	-1.8	-3.0	16	1	6
Cc1ccc(OCCOC(=O)Cn2nc(C)c([N+](=O)[O-])c2C)cc1	-7	4	12	9	-2.4	-3.9	-5	-1	54*
COC(=O)c1c(NC(=S)Nc2ccc(F)cc2[N+](=O)[O-])sc2c1CCCCC2	3	1	-2	1	-1.4	-1.3	0	12	-12
Cc1ccccc1N1C(=O)CC1(C#N)c1ccc(OCc2ccccc2)cc1 (stereo not drawn)	1	-2	0	6	0.5	-1.3	-18	-6	-27
O=C(Nc1cc(S(=O)(=O)N2CCOCC2)ccc1O)c1ccc(S(=O)(=O)N2CCCCC2)cc1	-4	4	x	x	x	x	x	1	-7
O=C(NCc1ccccc1)C1CCN(c2nc(-c3ccccc3)nc3c2CCC3)CC1	-3	0	-14	-48	-0.2	-1.5	-4	1	20
Cc1cc2cc(CNC(=O)NC3CCCCC3)ccc2[nH]1	-4	6	-10	0	-3.5	-1.8	-16	-2	-2
O=C(CSc1ccc(Cl)cc1)Nc1ccccc1Oc1ccccc1	-1	10	-6	7	-3.7	-2.8	-13	1	8
CC1(C)NC(=O)N(CC(=O)Nc2cc(C(F)(F)F)cc(C(F)(F)F)c2)C1=O	-3	5	15	-7	-3.0	-2.3	9	0	14
Cc1cc(C)n(C(=O)C(C)N2C(=O)c3ccccc3C2=O)n1 (stereo not drawn)	-2	-2	-2	4	-0.5	-2.9	-21	-3	-7
COc1cc(NC(=S)NC2CC(C)(C)NC(C)(C)C2)c(OC)cc1Cl	-5	7	-4	-8	-2.2	-3.7	6	-1	8
COc1ccccc1CNC(=O)c1ccc(S(=O)(=O)N(C)C)cc1	-3	2	-5	-2	-0.5	-0.7	9	-2	3
CCOC(=O)C1CCCN(C(=O)c2sc3nc(-c4ccccc4)cn3c2C)C1 (stereo not drawn)	-3	4	15	4	-2.8	-1.6	11	4	-9
C/C(=N\NC(=O)c1ccco1)c1cc(Cl)sc1Cl	-3	-1	-5	4	-1.4	-2.5	2	-2	-2
O=C(NC(=S)Nc1ccccc1N1CCCCC1)c1ccccc1	-7	8	-8	-13	-2.8	0.8	3	-2	-46
Cc1c([N+](=O)[O-])cc(S(=O)(=O)Nc2ccncc2)cc1[N+](=O)[O-]	0	2	-12	2	-2.0	-0.7	12	0	-5
CCN(CC)C(=O)c1nn(Cc2ccccc2)c(=O)c2ccccc12	-2	-2	1	4	-4.3	-2.0	-1	x	14
COc1ccc(/C=N/n2c(N)c(S(=O)(=O)c3cccs3)c3nc4ccccc4nc32)cc1OC	-3	-3	2	12	-2.6	-4.1	-1	-1	-17
O=C(O)c1nn(-c2ccccc2)nc1-c1nn(-c2ccccc2)nc1C(=O)O	-6	-1	-16	14	4.0	-2.0	19	5	6
CSc1ccccc1NC(=O)CN(Cc1ccccc1)S(C)(=O)=O	-3	6	-10	-1	-0.6	-3.4	-2	0	32
Cc1ccc(CNC(=O)COC(=O)CCCOc2ccc(Cl)cc2Cl)cc1	-1	-2	-16	0	-2.0	-2.2	13	0	0
COCCNC(=S)NCCc1ccc(Cl)cc1Cl	-9	-1	-2	-1	-2.0	-1.4	-14	4	11
O=C(Nc1ccccc1C(=O)Nc1nnc(C(F)(F)F)s1)c1ccccc1Cl	-9	5	-8	17	-3.7	-1.1	18	-4	50*
C=CCSC1=C(C#N)C(c2ccccc2OC)CC(=O)N1 (stereo not drawn)	2	3	-2	-13	1.9	-1.0	8	-1	-18
COc1ccc(C(=O)NN2C(=S)N(c3ccc(OC)cc3)C(=O)C2CC(N)=O)cc1 (stereo not drawn)	-1	10	-4	-9	-2.8	-2.1	25	-4	7
CCOC(=O)NC(CC(=O)O)c1ccc(OCC)cc1 (stereo not drawn)	-5	5	-6	0	-2.0	-2.6	-7	2	1
COc1ccc(-c2oc3cccnc3c2C#CC2(O)CCCCC2)cc1	-7	3	-5	-23	1.1	-2.0	21	-5	-10
CC1C2(C)OC(=N)C(C#N)(C(C)O2)C1(C#N)C#N (stereo not drawn)	x	-1	4	-10	-1.8	-3.0	22	0	4
CC(C)NC(=O)N(C)C[C@@H]1Oc2c(NC(=O)C3CCOCC3)cccc2C(=O)N([C@@H](C)CO)C[C@H]1C	-5	3	x	x	x	x	x	3	-16
CC1(C)CC(=O)c2sc(NS(C)(=O)=O)nc2C1	-7	-5	-5	6	-2.7	-2.1	5	4	12
O=S(=O)(Nc1ccc(O)c2ccccc12)c1ccc(F)cc1	-6	-3	x	x	x	x	x	1	-5
O=C(CCCOc1ccc(Br)cc1)NCCc1ccc(OC(F)F)cc1	-11	0	-7	-3	-2.3	-3.7	-2	5	-1
CC1CN(C(=O)C(C)N2CCN(c3ccccc3Cl)CC2)CC(C)O1 (stereo not drawn)	-8	-1	7	-7	-0.4	-2.3	-6	3	-8
CN(CC(=O)Nc1ccc2c(c1)OCO2)S(=O)(=O)c1ccc2c(c1)CCC(=O)N2	2	7	-4	10	-3.5	-1.8	-10	-5	1
O=C(CCSc1ccccc1)N1CCN(c2ccccc2F)CC1	1	3	-7	0	-3.7	-4.5	13	-2	6
O=C(c1ccccc1)c1ccc(N2CCNCC2)cc1	x	x	1	0	18*	-3.4	-2	x	x
CC(NC(=O)Cn1cccc1)c1ccccc1 (stereo not drawn)	-10	-4	6	-17	0.5	-1.0	-17	7	1
CC1(C)CC(=O)C(C(c2cccc([N+](=O)[O-])c2)C2C(=O)CC(C)(C)CC2=O)C(=O)C1	-2	-2	0	1	-2.8	-1.2	4	-3	32
COc1ccc(NC(=O)CSCC(=O)Nc2nnc(CC(C)C)s2)cc1	3	2	x	x	x	x	x	-1	33
O=C1CN(C(=O)CSc2nc3ccccc3c(=O)n2CCCN2CCOCC2)c2ccccc2N1	3	4	9	-2	-0.8	-1.8	6	-2	-6
N#Cc1ccc(S(=O)(=O)NC2CC2)cc1	-9	5	3	1	1.3	-0.2	13	1	1
CN(NC(=O)CN1C(=O)c2ccccc2C1=O)C1=NS(=O)(=O)c2ccccc21	-4	1	-1	5	-1.6	-0.7	3	-4	20
COC(=O)CCC(=O)Nc1ccc(NC(C)=O)cc1	-1	-1	-9	-2	0.6	-1.9	1	3	49
O=C(NCc1ccco1)C1CCC(CNS(=O)(=O)c2cccc3cccnc23)CC1 (stereo not drawn)	1	7	0	4	-2.8	-3.3	23	1	-2

(list continues)
mol	GalR3 antag	IDE act	p-CIP stab down	NS3 helicase inh	VIM-2 inhibitor	IMP-1 inh	UBC9 SUMO inh	IDE inh	CRFR2-BP antag
COc1ccc(CCNC(=O)c2noc3c2CCCC3)cc1OC	-6	-8	-1	-3	-2.1	-2.3	14	-2	5
CN(C(=O)c1ccccc1C(=O)OCC(=O)NC(=O)NC(C)(C)C)C1CCCCC1	3	1	-5	-12	0.5	-0.6	13	5	0
N#C/C(C(=O)N1CCOCC1)=C1\Nc2ccccc2S1	-5	7	-25	-3	-0.1	-1.6	-16	-1	-2
COc1ccc(N(CC(=O)Nc2cccnc2)S(=O)(=O)c2ccccc2)cc1Cl	-1	3	-7	-16	-0.3	-1.2	-10	4	-2
C/C(N)=C(/C#N)C(=O)CSc1cc(C)c2ccccc2n1	-4	1	1	-17	2.0	0.7	-1	3	8
CCn1c(C)nc2cc(C(=O)N/N=C/c3ccc(OC)cc3)ccc21	1	x	-6	8	-2.4	-0.7	29	2	15
Cc1cnc(CN(C)C(=O)c2ccc3oc(Cc4ccccc4)nc3c2)[nH]1	-3	-2	3	7	2.5	-0.1	-5	-2	7
C=CCC1NS(=O)(=O)OC2CCCC12 (stereo not drawn)	-7	-9	0	4	-1.8	-3.4	-1	-4	4
Cc1nn(C(C)C(=O)N2CCOCC2)c(C)c1[N+](=O)[O-] (stereo not drawn)	-8	3	2	1	-0.5	1.4	-6	-9	-1
COc1ccc(NC(=O)CCC(=O)Nc2nnc(C(C)C)s2)cc1Cl	3	6	-2	-1	-4.5	-0.4	0	1	-8
O=C(Nc1nc(-c2ccc3c(c2)Cc2ccccc2-3)cs1)c1ccccc1	4	9	7	11	-1.7	-0.5	-10	0	-24
COc1ccccc1/C=N/NC(=S)Nc1cccnc1	0	-15	-4	1	-0.3	-0.7	-10	-5	2
COc1ccc(NC(=O)CC(C)CC(=O)NCc2ccc(F)cc2)c(OC)c1 (stereo not drawn)	-3	-5	-8	-10	1.0	-1.0	12	-4	-5
c1ccc(CSc2nncn2-c2ccccn2)cc1	-6	1	-11	-3	-1.2	-0.4	25	6	13
COc1ccc2[nH]c(=O)c(CN(C(C)=O)C3CCCCC3)cc2c1	-1	3	-9	0	0.0	0.8	20	3	-35

One compound at a time, as listed above. Screens in order: GalR3 antag, IDE act, p-CIP stab down, NS3 helicase inh, VIM-2 inhibitor, IMP-1 inh, UBC9 SUMO inh, IDE inh, CRFR2-BP antag
COc1ccccc1/C=N/NC(=S)Nc1cccnc1 across the screens: 0, -15, -4, 1, -0.3, -0.7, -10, -5, 2
CCn1c(C)nc2cc(C(=O)N/N=C/c3ccc(OC)cc3)ccc21 across the screens: 1, x, -6, 8, -2.4, -0.7, 29, 2, 15

From PubChem
